# Screening data: PubChem, several laboratories
# KOR beta-arrestin-1 = KOR agonists, beta-arrestin recruitment, primary screen, cell-based, luminescence, uHTS (AID 1777). KOR beta-arrestin recruitment, luminescence; higher % means a stronger effect. activation, % at 10 µM; hits with a dose series show EC50 in µM. 0.02% of 280,000 active; in the data active = activation above about 50%, passing the limit was not always enough; also: a part of the inactive calls stands beside numbers as strong as those of hits
# KOR beta-arrestin-2 = kappa opioid receptor blockers – cell-based, luminescence, uHTS (AID 1778) | 0.091% of 290,000 active | one-dose inhibition, % at 10 µM; IC50 in µM for titrated hits | KOR beta-arrestin recruitment, luminescence, antagonist mode; higher % means a stronger effect; also: strong numbers were not always called active
# HIV peptide binding = cell-free HIV fusion peptide-binding blockers – biochemical, uHTS, fluorescence dequenching, primary screen (AID 1986). cell-free peptide binding, fluorescence dequenching, 30 min; higher % means a stronger effect. one-dose inhibition, % at 20 µM; IC50 in µM for titrated hits. 0.3% of 290,000 active; in the data active = inhibition mostly above about 52%, no sharp cut-off; inactive = mostly below about 76%; also: some results filed as inactive read as strong as hits
# NOD1 inhibition = NOD1 signaling inhibitors, primary screen, cell-based, luminescence, uHTS (AID 1578); NOD1-driven NF-kB luciferase reporter cells, luminescence; higher % means a stronger effect; inhibition, % at 4 µM, or EC50 in µM where a hit was titrated; 1% of 290,000 active; in the data active = inhibition mostly above about 36%, no sharp cut-off; inactive = mostly below about 34%;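 also: HEK-293T reporter cells stimulated with the NOD1 agonist gamma-tri-DAP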
# Rac1 GTP hydrolysis = MgcRacGAP GTPase-activating activity inhibitors, confirmation, biochemical, ADP Hunter fluorescence; MgcRacGAP-stimulated Rac1 GTP hydrolysis, ADP Hunter fluorescence; higher % means a stronger effect; GST-tagged Rac1 F28L mutant substrate; inhibition, % at 30 µM; hits with a dose series show IC50 in µM; 0.6% of 340,000 active;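 active = first-screen hits whose inhibition reached a set limit at any dose in the follow-up dose series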;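 also: fluorescence reports GDP produced by GAP-driven GTP hydrolysis; strong numbers were not always called active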
# GPR55 antagonists = inhibition of LPI-stimulated GPR55 beta-arrestin translocation – imaging, U2OS, beta-arrestin-GFP, LPI agonist, primary screen (AID 2013); U2OS GPR55 beta-arrestin-GFP translocation imaging, LPI antagonism; higher % means a stronger effect; inhibition, % at 10 µM, or IC50 in µM where a hit was titrated; 0.13% of 290,000 active;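 active = spots per cell inhibited over 60%, with over 100 cells counted and total cytoplasm intensity under 500,000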;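 also: U2OS cells stably carrying GPR55 and arrestin-GFP stimulated by 5 µM LPI near EC80; imaged beta-arrestin-GFP aggregate spots per cell after agonist stimulation; plate controls were LPI-stimulated DMSO wells for no effect and DMSO wells without LPI for full effect; some results filed as inactive read as strong as hits; confirmed hits need IC50 under 10 µM and bright autofluorescent wells are also inconclusive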
# GPR55 activation = selective activators of receptor GPR55 – imaging, U2OS cells, beta-arrestin-GFP redistribution, primary screen (AID 1961). 0.048% of 290,000 active. U2OS GPR55 beta-arrestin-GFP redistribution imaging; higher % means a stronger effect. one-dose activation, % at 10 µM; EC50 in µM for titrated hits;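 active = activation above 40% with more than 50 cells counted in the well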;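 also: U2OS osteosarcoma cells stably expressing GPR55 and beta-arrestin-GFP; plate controls were DMSO negative control for no effect and LPI positive control for full effect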
# NOD2 inhibition = NOD2 signaling inhibitors, cell-based, luminescence, uHTS, HEK293 (AID 1566). inhibition, % at 4 µM; hits with a dose series show EC50 in µM. HEK293 NOD2/NF-kB luciferase reporter, luminescence; higher % means a stronger effect. 0.63% of 290,000 active; also: many of its hits are not listed in these tables
# Large T inhibition = SV40 large T antigen inhibitors, biochemical (AID 1903); SV40 large T antigen ATPase/helicase inhibition assay; higher % means a stronger effect; 0.39% of 310,000 active; one-dose inhibition, % at 20 µM; IC50 in µM for titrated hits; in the data active = a potency from the dose series; also: strong numbers were not always called active
# Active calls of the source: *; · = not tested or not shown; [ ] = dose if it differs, or a comment. Rule as the data show it, unless noted: active = inhibition above about 50%; inactive = the rest. These rows are one share of the data; the hit share may differ from the screen's.
KOR beta-arrestin-1	KOR beta-arrestin-2	HIV peptide binding	NOD1 inhibition	Rac1 GTP hydrolysis	GPR55 antagonists	GPR55 activation	NOD2 inhibition	Large T inhibition	smiles
0.2%	-29%	1.0%	-46%	16%	-6%	-0.1%	-147%	-3%	Cc1cccc(C(=O)Nc2ccc3ccccc3c2)c1
-1.6%	-6%	0.2%	-7%	7%	6%	0.0%	-3%	1%	Cc1ccccc1NC(=S)NCCSc1ccc(Cl)cc1
-6.2%	7%	-1.3%	-12%	7%	13%	-0.4%	10%	5%	CC(C)c1ccccc1NC(=S)NCCCn1ccnc1
1.4%	16%	0.5%	4%	4%	0%	-0.2%	3%	7%	CCOC(=O)Cn1c(=O)oc2cc(S(=O)(=O)NC(C)(C)CC)ccc21
-2.4%	-14%	0.5%	-51%	3%	24%	0.1%	-19%	10%	C/C(=N\NC(=O)c1ccn(C)n1)c1ccco1
7.6%	-15%	-1.3%	32%	-3%	-11%	-0.1%	21%	5%	COc1ccc(C(=O)N/N=C\c2ccc(OC)c(COc3ccccc3Br)c2)c(OC)c1
8.4%	-28%	-0.3%	2%	·	7%	-0.3%	3%	2%	CC(C)c1ccc(NC(=S)NN2C(C)CCCC2C)cc1 (stereo not drawn)
-2.2%	-201%[20 µM]	-1.9%	-7%	3%	10%	-0.1%	24%	1%	O=C(Nc1cccc(NC(=O)c2cccc([N+](=O)[O-])c2)n1)c1cccc([N+](=O)[O-])c1
3.2%	-6%	-1.0%	-5%	-1%	5%	0.2%	8%	-4%	O=C(NCCN1CCOCC1)/C(=C\c1ccccc1Cl)NC(=O)c1ccccc1
-3.6%	-33%	1.8%	-22%	19%	-1%	0.2%	-60%	17%	COCCCn1cnc2oc3nc4ccccc4nc3c2c1=O

# The list goes on.
KOR beta-arrestin-1	KOR beta-arrestin-2	HIV peptide binding	NOD1 inhibition	Rac1 GTP hydrolysis	GPR55 antagonists	GPR55 activation	NOD2 inhibition	Large T inhibition	smiles
1.1%	0%	2.5%	-12%	-5%	-2%	-0.1%	-144%	12%	Cc1ccc(C2(C)NC(=O)N(CC(=O)Nc3ccc(-c4nc5ccc(C)cc5s4)cc3)C2=O)cc1 (stereo not drawn)
0.8%	9%	-0.5%	-18%	7%	7%	-0.1%	2%	7%	COc1cccc(/C=C2\N=C(SC)SC2=O)c1OC
-3.5%	1%	0.6%	-31%	7%	10%	-0.1%	6%	2%	CC(C)(C)OC(=O)CC[C@@H](C(=O)N1CCN(C(=O)OC(C)(C)C)CC1)n1cc(C(CO)NC(=O)OC(C)(C)C)nn1 (stereo partly drawn)
4.6%	-48%	-1.8%	57%	2%	12%	0.0%	-19%	-4%	Cc1ccccc1OCC(=O)NCCC1=CCCCC1
-3.2%	41%	-0.9%	-10%	2%	3%	-0.1%	4%	8%	O=C(O)c1ccc(S(=O)(=O)NCc2cccnc2)cc1
1.4%	-19%	3.4%	-14%	2%	12%	-0.3%	4%	20%	COc1ccccc1NC(=O)NCc1ccco1
-5.6%	-4%	2.1%	-42%	-6%	-21%	-0.2%	4%	2%	CCCCC(=O)Nc1ccc(C(=O)N(CC)c2ccccc2C)cc1
-0.9%	-30%	-2.2%	93%*	9%	-3%	-0.1%	79%*	17%	Brc1ccc2ncnc(NCc3ccccc3)c2c1
·	19%[20 µM]	-0.8%	-14%	2%	-1%	-0.1%	16%	16%	CCOc1ccc(NC(=O)CN2C(=O)CSC2=O)cc1
-3.0%	7%	-2.3%	-16%	7%	3%	-0.4%	0%	13%	CCOc1ccc(CCNC(=O)COC(=O)c2cccnc2OCC)cc1OCC

# Later entries.
KOR beta-arrestin-1	KOR beta-arrestin-2	HIV peptide binding	NOD1 inhibition	Rac1 GTP hydrolysis	GPR55 antagonists	GPR55 activation	NOD2 inhibition	Large T inhibition	smiles
0.0%	-3%	-0.7%	6%	4%	10%	-0.3%	10%	2%	COC(=O)c1ccc(NC(=O)COC(=O)CSc2nc(C)cc(C)n2)cc1
-1.5%	-25%	0.6%	17%	1%	8%	-0.1%	22%	3%	Clc1cccc(CN2CCN(Cc3nc(CCc4ccccc4)no3)CC2)c1
2.5%	-2%	5.0%	-11%	·	3%	-0.1%	-9%	0%	CCn1c(CSc2nnc(-c3cccnc3)n2-c2ccccc2C)nc2cc(C(=O)O)ccc21
-4.7%	-6%	-3.3%	-9%	1%	5%	0.4%	-10%	11%	Cn1nc(C(=O)Nc2sc3c(c2C#N)CCCC3)ccc1=O
3.2%	-14%	-1.2%	-32%	8%	3%	0.3%	0%	4%	O=C(Cc1nn[nH]n1)c1ccccc1O
-0.4%	-2%	11%	-13%	·	21%	-0.2%	-1%	22%	CC(C)(C)NC(=S)N/N=C\c1ccc(-c2ccc([N+](=O)[O-])cc2)o1
0.2%	14%	-0.4%	-7%	22%	5%	-0.1%	-12%	13%	COc1cc(NC(=S)Nc2ccc3c(c2)OCCO3)cc(OC)c1OC
-1.2%	15%	21%	40%	7%	8%	0.3%	-7%	16%	O=C(O)C(Cc1ccccc1)N1C(=O)/C(=C/c2ccccc2)SC1=S (stereo not drawn)
0.6%	6%	-0.4%	-16%	0%	11%	-0.1%	-2%	-1%	O=C(COc1ccc(S(=O)(=O)N2CCCCC2)cc1)N1CCCCCC1
-0.3%	-13%	1.5%	3%	9%	51%	-0.1%	2%	3%	Cc1cc(NC(=O)CCC(=O)N(CC(=O)NC2CCCC2)Cc2ccco2)no1

# Following part:
KOR beta-arrestin-1	KOR beta-arrestin-2	HIV peptide binding	NOD1 inhibition	Rac1 GTP hydrolysis	GPR55 antagonists	GPR55 activation	NOD2 inhibition	Large T inhibition	smiles
1.0%	-23%	13%	-11%	-13%	0%	-0.2%	-7%	37%	O=C(N/N=C/c1cccnc1)c1cc(O)c(O)c(O)c1
3.1%	1%	1.5%	-31%	3%	-2%	0.7%	-16%	8%	CC1CN(S(=O)(=O)c2ccccc2)C(C)CN1S(=O)(=O)c1ccccc1 (stereo not drawn)
1.1%	-19%	1.0%	2%	7%	26%	-0.3%	5%	8%	CSc1cc(C)nc(NC(C)=O)n1
-1.7%	-26%	-2.9%	2%	6%	12%	-0.3%	6%	21%	COc1ccc(-n2c(COc3ccc4c(c3)OCO4)nnc2SCC(=O)O)cc1
3.8%	13%	-1.9%	-27%	12%	11%	-0.1%	5%	5%	O=C(c1ccc(Br)c(S(=O)(=O)N2CCCCC2)c1)N1CCCCC1
-2.7%	-3%	-0.3%	-32%	6%	-22%	1.3%	16%	-4%	COc1cc(Br)c(C(=O)c2nccc3cc(OC)c(OC)cc23)cc1OC
4.3%	-16%	0.6%	-31%	5%	7%	0.0%	-87%	4%	Cc1cc(/C=N/NC(=O)c2cccs2)c(C)n1-c1cnccn1
-3.4%	7%	-2.1%	-2%	·	10%	-0.3%	12%	3%	CCCS(=O)(=O)Nc1ccc(-c2ccc3nnc(C)n3n2)cc1
6.1%	-13%	-1.6%	-47%	5%	10%	-0.2%	-11%	4%	CCOC(=O)c1ccc(NC(=O)N2CCc3ccccc3C2)cc1
-1.5%	-4%	0.6%	-17%	-1%	13%	-0.1%	-2%	10%	CC(=O)c1cc2c(cc1NC(=O)CN1CCOCC1)OCO2

# Remaining list, next part:
KOR beta-arrestin-1	KOR beta-arrestin-2	HIV peptide binding	NOD1 inhibition	Rac1 GTP hydrolysis	GPR55 antagonists	GPR55 activation	NOD2 inhibition	Large T inhibition	smiles
9.2%	-23%	-0.6%	-27%	5%	4%	0.1%	-6%	3%	O=C(c1ccc([N+](=O)[O-])cc1)N(Cc1ccccc1)c1ccccn1
-0.3%	22%	-1.6%	-11%	3%	9%	-0.3%	-2%	1%	Cc1cccc(N2CCN(C(=O)CC(NC(=O)c3ccccc3)c3ccccc3)CC2C)c1 (stereo not drawn)
2.5%	-20%	-1.7%	16%	7%	17%	-2.3%	2%	3%	Cc1cccc(C(=O)Nc2cc(C)ccc2NC(=O)COc2ccccc2)c1
-3.3%	8%	0.0%	-21%	0%	-2%	-0.3%	-3%	6%	CN(C)S(=O)(=O)c1ccc(Cl)c(NC(=O)CN2CCCC2)c1
2.3%	-8%	0.1%	1%	5%	-1%	-0.5%	12%	11%	CN(C)S(=O)(=O)c1ccc(C(=O)NCc2ccccn2)cc1
-3.3%	10%	0.4%	-15%	6%	0%	0.3%	7%	10%	CCOC(=O)Cn1cc(/C=N/NC(=O)c2ccc(C#N)cc2F)c2ccccc21
-0.9%	-9%	0.5%	-2%	·	14%	0.3%	1%	1%	O=C(Nc1ccc(Cl)cc1)NC1CCCCNC1=O (stereo not drawn)
-4.1%	0%	2.8%	-65%	4%	8%	0.3%	-18%	16%	Cc1ccc(-c2noc(C3CCCN(C(=O)c4ccccc4Br)C3)n2)o1 (stereo not drawn)
-4.3%	0%	-0.6%	-16%	11%	0%	0.0%	9%	10%	Cc1ccc(CCNC(=O)c2ccc(NC3=NC4CS(=O)(=O)CC4S3)cc2)cc1 (stereo not drawn)
0.6%	30%	2.5%	-29%	8%	5%	-0.1%	-1%	4%	O=C(NNC(=O)C1CC(=O)N(Cc2ccccc2)C1)c1ccc(Br)cc1 (stereo not drawn)

# Remaining list, next part:
KOR beta-arrestin-1	KOR beta-arrestin-2	HIV peptide binding	NOD1 inhibition	Rac1 GTP hydrolysis	GPR55 antagonists	GPR55 activation	NOD2 inhibition	Large T inhibition	smiles
-4.7%	31%	11%	-15%	8%	13%	-0.1%	-42%	35%	Cc1cc(/C=C2/C(=O)NN(c3ccccc3)C2=O)c(C)n1-c1cccc(O)c1
-3.4%	17%	0.4%	-24%	13%	18%	-0.2%	5%	0%	Cn1cccc1/C=N\NC(=O)C1COc2ccccc2O1 (stereo not drawn)
-3.0%	14%	-1.2%	-14%	9%	-5%	-0.3%	12%	14%	CCC(C)(C(=O)NC1CCCCC1)N(C(=O)CNC(C)=O)c1c(C)n(C)n(-c2ccccc2)c1=O (stereo not drawn)
3.0%	-27%	1.6%	-1%	8%	6%	-0.3%	5%	3%	CCc1cccc(NS(=O)(=O)c2c(C)[nH]c(=O)[nH]c2=O)c1
0.5%	-11%	-3.2%	-51%	11%	2%	-0.1%	-41%	11%	Cc1ccc(C(=O)Nc2ccc(N3CCCC3)cc2)cc1
-4.0%	23%	-0.4%	-45%	9%	22%	0.0%	-6%	3%	CCn1c(SCC(=O)Nc2ccc(C(C)=O)cc2)nc2c([nH]c3ccccc32)c1=O
-6.1%	-21%	14%	-49%	-1%	19%	0.4%	-48%	22%	CN=C1S/C(=C\c2ccc(N3CCCC3)c(F)c2)C(=O)N1C
1.1%	12%	1.6%	-18%	8%	0%	-0.2%	15%	5%	Cc1c(OCC(=O)OC(C)(C)C)ccc2c3c(c(=O)oc12)CCC3
0.3%	-1%	0.1%	-32%	9%	18%	0.6%	14%	7%	Cc1cc(C)nc(NS(=O)(=O)c2ccc(NC(=O)Nc3ccccc3)cc2)n1
